# Tcruzi prolif = T. cruzi intracellular proliferation inhibitors, primary screen, cell-based, beta-gal Tulahuen parasites, NIH3T3 host, luminescence. T. cruzi beta-gal in NIH3T3, GalScreen luminescence, 90 h. inhibition, % at 8.34 µM. 77,000 tested, 5.9% active. AID 624255, 2012;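 active = mean inhibition above about 93%, with at least 55% of replicates each passing it, limit read from the data, passing the limit was not always enough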
# Pf Dd2 inh = P. falciparum Dd2 growth inhibitors, primary screen, SYBR Green fluorescence, single dose replicates; AID 1159554, 2015; 72 h; stronger effect = lower value; 94,000 tested, 2.3% active; activity change, % at 10 µM; in the data active = activity change below about -80%
# KDM4C inh = inhibitors of GASC-1 (KDM4C) histone demethylase, primary screen, biochemical, single concentration HTS; Lysine-specific demethylase 4C (Homo sapiens), Q9H3R0; GST-KDM4C 2-372, H3K9me3 peptide, LANCE TR-FRET; inhibition, % at 12.5 µM; 96,000 tested, 0.15% active;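 active = mean replicate inhibition above about 25%, with at least 55% of replicates also reaching it, limit read from the data, passing the limit was not always enough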
# Target sequence (Q9H3R0 2-372 limits assumed): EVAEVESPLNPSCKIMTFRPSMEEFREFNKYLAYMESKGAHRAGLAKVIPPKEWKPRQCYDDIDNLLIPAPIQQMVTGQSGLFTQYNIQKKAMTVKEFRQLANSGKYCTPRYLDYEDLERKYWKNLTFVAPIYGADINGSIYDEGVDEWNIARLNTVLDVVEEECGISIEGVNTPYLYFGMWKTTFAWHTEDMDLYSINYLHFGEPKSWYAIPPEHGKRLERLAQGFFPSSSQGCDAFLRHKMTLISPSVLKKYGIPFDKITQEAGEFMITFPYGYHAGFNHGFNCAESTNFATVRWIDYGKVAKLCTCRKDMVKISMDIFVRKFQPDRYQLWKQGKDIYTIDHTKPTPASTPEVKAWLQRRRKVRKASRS
#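 Material: N-terminal GST-fused human GASC-1 (KDM4C) fragment, residues 2-372. Input: 10 nM enzyme. Incubation: enzyme reaction 30 min, then detection 60 min, both room temperature. Doses: one test concentration per compound. Read-out basis: inhibition from TR-FRET ratio decrease. Detection: LANCE TR-FRET, excitation 340 nm, emissions 618 and 671 nm.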
# C diff growth = C. difficile growth inhibitors, primary screen, HTS; AID 1259249, 2017; growth activity, negative = inhibition, % at 16 µg/mL (by protocol); Clostridium difficile clinical isolate growth, OD600, 24 h; stronger effect = lower value; 86,000 tested, 0.25% active;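 active = mean growth activity at or below -80% and every replicate also at or below -80%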;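 also: 0% = DMSO wells and -100% = levofloxacin 16 µg/mL wells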
# An asterisk follows results filed as active; · = not tested or not shown; & = joins results of further samples. Compounds were not picked by outcome, and some 7% of all compounds hit somewhere here.
SMILES,Tcruzi prolif,Pf Dd2 inh,KDM4C inh,C diff growth
COc1ccc2c3c([nH]c2c1)[C@H](CO)N(C(=O)C1CCCC1)CC31CN(Cc2cccc(F)c2)C1,·,-38,-2.3,-20
C[C@@H]1CN([C@@H](C)CO)C(=O)Cc2cc(NS(=O)(=O)c3cn(C)cn3)ccc2O[C@H]1CN(C)C(=O)Nc1ccc(C(F)(F)F)cc1,-2,8,1.2,4
CCN(C[C@@H]1[C@@H](c2ccccc2)[C@H](CO)N1CC1CC1)C(C)=O,24,-34,-1.3,9
CC(C)NC(=O)N(C)C[C@H]1OCCCC[C@H](C)Oc2ccc(NS(=O)(=O)c3ccc(F)cc3)cc2C(=O)N([C@H](C)CO)C[C@H]1C,6,·,-1.2,1
COc1ccc(C#Cc2ccc3c(c2)O[C@H](CN(C)S(=O)(=O)c2ccccc2F)[C@@H](C)CN([C@H](C)CO)S3(=O)=O)cc1,·,-87*,-4.9,3
CCCC(=O)Nc1ccc2c(c1)OC[C@@H](C)N(C(=O)c1ccccn1)C[C@@H](C)[C@@H](OC)CN(C)C2=O,40,22,-0.5,·
COc1ccc(S(=O)(=O)Nc2ccc3c(c2)C(=O)N(C)C[C@H](OC)[C@@H](C)CN[C@@H](C)CO3)cc1,-46,10,-0.7,8
Cc1noc(C)c1NC(=O)N(C)C[C@H]1OCCCC[C@@H](C)Oc2ccc(NS(=O)(=O)c3cccs3)cc2C(=O)N([C@H](C)CO)C[C@@H]1C,21,-9,0.2,4
CO[C@@H](CN(C)Cc1cc(F)ccc1F)[C@H](C)CN(C(=O)Nc1ccc(F)cc1)[C@@H](C)CO,-56,-47,0.5,·
COc1ccc(S(=O)(=O)Nc2ccc3c(c2)C(=O)N([C@H](C)CO)C[C@H](C)[C@@H](CN(C)Cc2ccc4c(c2)OCO4)OCCCC[C@H](C)O3)cc1,69,-77,0.7,2
O=C(NCCN1CCCC1)[C@H]1[C@H](CO)[C@H]2Cn3c(cccc3=O)[C@H]2N1C(=O)c1ccccc1,27,6,1.6,1
COCC#Cc1ccc([C@H]2[C@@H](CO)N3CCCCN(C(=O)NC4CCCC4)C[C@@H]23)cc1,59,-54,-0.2,1
CC(=O)N[C@@H]1CC[C@H](CCNC(=O)C2CCC2)O[C@@H]1CO,·,-11,-1.8,0
CCCNC(=O)N1CC2(C1)CN(Cc1cccc(OC)c1)[C@H](CO)c1[nH]c3cc(OC)ccc3c12,·,-72,0.3,2
CN1C(=O)c2cc(NC(=O)c3cc(F)cc(F)c3)ccc2OC[C@H]2O[C@H](CC(=O)O)CC[C@H]21,16,-3,0.0,-6
C[C@@H]1CN([C@H](C)CO)S(=O)(=O)c2ccc(C#C[C@@H](C)O)cc2O[C@H]1CN(C)C(=O)c1ccncc1,-160,28,·,-1
C[C@H](CO)N1C[C@H](C)[C@H](CN(C)C(=O)c2ccncc2)OCCCC[C@H](C)Oc2ccc(NC(=O)CCC(F)(F)F)cc2C1=O,1,7,-0.7,1
Cc1ccc(S(=O)(=O)N[C@H]2CC[C@@H](CCNC(=O)c3ccccc3F)O[C@@H]2CO)cc1,-20,11,-2.3,·
O=C(C[C@@H]1C[C@H]2c3cc(NC(=O)C4CCOCC4)ccc3O[C@H]2[C@H](CO)O1)NCc1ccc(Cl)cc1,70,-12,-0.3,3
O=C(N[C@@H]1CC[C@@H](CCn2cc(-c3cccnc3)nn2)O[C@@H]1CO)c1ccccc1F,62,-9,2.1,·
O=C(C[C@@H]1CC[C@H](NS(=O)(=O)c2ccccc2)[C@@H](CO)O1)NCc1ccncn1,79,17,-0.5,7
O=C(C[C@@H]1CC[C@H]2[C@@H](COC[C@H](O)CN2Cc2ccc3c(c2)OCO3)O1)N1CCCCC1,-15,·,-0.5,17&-17
C[C@H]1CN([C@@H](C)CO)C(=O)c2cc(NC(=O)CCC(F)(F)F)ccc2O[C@H]1CN(C)Cc1ccncc1,33,-25,-0.5,0
CC(=O)NC[C@@H]1[C@H](c2ccc(-c3ccccc3F)cc2)[C@H](CO)N1C(C)=O,-13,-6,1.6,-3
C[C@@H]1CN([C@H](C)CO)C(=O)c2ccccc2-c2ccccc2CO[C@@H]1CN(C)S(=O)(=O)c1cccs1,82,30,0.4,7
COc1ccc2c3c([nH]c2c1)[C@@H](CO)N(C(=O)NC(C)C)CC31CCN(C(=O)c2cccnc2)CC1,·,-13,-1.2,6
CS(=O)(=O)N1[C@H](C#N)[C@H](c2ccc(C#CC3CCCCC3)cc2)[C@H]1CO,99*,-20,-1.7,-31
O=C(C[C@H]1C[C@H]2c3cc(NC(=O)NC4CCCC4)ccc3O[C@H]2[C@@H](CO)O1)NCc1cccnc1,·,46,0.1,-3
C[C@H]1CN([C@@H](C)CO)C(=O)c2cc(NS(=O)(=O)c3cn(C)cn3)ccc2O[C@@H]1CN(C)CC1CC1,-7,2,-0.1,2
COc1ccc(-c2ccc3c(c2)[C@H]2[C@H](CCN2S(=O)(=O)c2ccccc2C)[C@H](CO)N3)cc1,85,-14,-0.8,-5
C[C@H]1CN([C@@H](C)CO)C(=O)c2cccc(NS(=O)(=O)c3ccc(F)cc3)c2O[C@@H]1CN(C)CC1CCCCC1,·,-2,1.4,-1
C[C@@H]1CCCCO[C@H](CN(C)Cc2ccc(C(=O)O)cc2)[C@@H](C)CN([C@@H](C)CO)C(=O)c2cc(NC(=O)Nc3ccc4c(c3)OCO4)ccc2O1,8,18,1.8,-4
O=C(C[C@H]1CC[C@H]2[C@@H](COC[C@@H](O)CN2Cc2ccc(Oc3ccccc3)cc2)O1)Nc1nccs1,152*,-33,-3.9,13&-17
C[C@@H]1CN([C@H](C)CO)C(=O)c2cc(NS(=O)(=O)c3cccs3)ccc2O[C@H]1CN(C)Cc1ccc2c(c1)OCO2,-16,20,0.1,·
COc1cccc(C#Cc2ccc3c(c2)[C@H]2[C@H](CCN2S(=O)(=O)c2ccccc2)[C@H](CO)N3)c1,105*,-45,0.5,-2
C[C@H]1CN([C@@H](C)CO)S(=O)(=O)c2ccc(C#Cc3ccccc3)cc2O[C@@H]1CN(C)S(=O)(=O)c1ccccc1F,125*,-71,-0.9,5
CC(=O)N1[C@@H](CO)[C@@H](c2ccc(-c3ccc(F)cc3)cc2)[C@@H]1CNC(=O)C1CC1,5,-7,-1.1,-8
COc1ccccc1C#Cc1ccc2c(c1)O[C@H](CN(C)Cc1ccccc1)[C@@H](C)CN([C@@H](C)CO)S2(=O)=O,121*,-57,-2.9,7
C[C@@H]1CN([C@@H](C)CO)C(=O)c2cc(-c3ccncc3)cnc2O[C@@H]1CN(C)S(=O)(=O)c1ccc(F)cc1,-1,-4,2.2,4
Cc1noc(C)c1NC(=O)Nc1ccc2c(c1)CC(=O)N([C@H](C)CO)C[C@@H](C)[C@@H](CN(C)Cc1ccc(C(=O)Nc3ccccc3N)cc1)O2,·,-20,-1.5,2
CO[C@@H]1CN(C)C(=O)c2ccc(NC(=O)NC(C)C)cc2OC[C@H](C)N(Cc2ccc(-c3ccccn3)cc2)C[C@H]1C,·,-12,-0.9,·
C[C@@H]1CN([C@@H](C)CO)C(=O)c2cccc(NC(=O)Nc3ccc(C(F)(F)F)cc3)c2O[C@H]1CN(C)C(=O)Nc1cccc2ccccc12,88,-88*,1.0,12
C[C@H]1CN([C@@H](C)CO)C(=O)Cc2cc(NC(=O)c3ccncc3)ccc2O[C@@H]1CN(C)Cc1ccccc1,62,-5,-0.7,2
CNC[C@H]1Oc2ccc(NS(=O)(=O)c3ccc(F)cc3)cc2CC(=O)N([C@@H](C)CO)C[C@@H]1C,·,0,0.2,12&-7
O=C(c1ccccc1)N1CC[C@@H]2[C@@H](CO)Nc3ccc(C#Cc4cccnc4)cc3[C@@H]21,41,-4,2.4,-4
CO[C@@H](CN(C)C(=O)c1ccc2c(c1)OCO2)[C@@H](C)CN([C@@H](C)CO)S(=O)(=O)c1ccccc1,42,14,0.0,·
COC(=O)C[C@H]1C[C@@H]2c3cc(NC(=O)Nc4ccc(OC)cc4)ccc3O[C@@H]2[C@@H](CO)O1,30,-48,-0.8,-4
C[C@H](CO)N1C[C@H](C)[C@@H](CN(C)C(=O)Cc2ccccn2)Oc2ncc(C#CC3CCCCC3)cc2C1=O,·,-12,1.8,-12
C[C@@H]1CN([C@@H](C)CO)C(=O)c2cc(NC(=O)CCCN(C)C)ccc2O[C@H]1CN(C)C,·,18,-0.7,0
CO[C@@H]1CN(C)C(=O)c2ccc(NC(=O)C3CCOCC3)cc2OC[C@@H](C)N(C(=O)c2ccccc2)C[C@@H]1C,2,-5,-0.2,·
Cc1noc(C)c1S(=O)(=O)Nc1ccc2c(c1)C(=O)N([C@@H](C)CO)C[C@@H](C)[C@H](CN(C)Cc1ccccc1)OCCCC[C@@H](C)O2,·,-33,1.3,7
C[C@H](CO)N1C[C@H](C)[C@H](CN(C)S(C)(=O)=O)OCCCC[C@H](C)Oc2ccc(NS(C)(=O)=O)cc2C1=O,-9,20,1.3,0
COc1ccc(CN(C)C[C@H]2OCCCC[C@@H](C)Oc3ccc(NS(C)(=O)=O)cc3C(=O)N([C@@H](C)CO)C[C@@H]2C)cc1,57,-1,0.5,1
C[C@H](CO)N1C[C@H](C)[C@H](CN(C)Cc2ccncc2)Oc2ncccc2C1=O,·,3,5.3,-5
COc1ccc2c3c(n(C)c2c1)[C@H](CO)N(C(C)=O)CC31CN(C(=O)C2CCOCC2)C1,·,28,-0.4,2
COc1ccc(S(=O)(=O)Nc2ccc3c(c2)C(=O)N([C@@H](C)CO)C[C@H](C)[C@H](CN(C)Cc2ccc(C(=O)Nc4ccccc4N)cc2)O3)cc1,55,-45,-2.8,-9
CN1c2ccc(C3=CCCCC3)cc2[C@H]2[C@H](CCN2S(=O)(=O)c2ccccc2F)[C@@H]1CO,47,-16,-1.1,3
O=C(C[C@@H]1CC[C@H]2[C@@H](COC[C@H](O)CN2Cc2ccccc2)O1)N[C@H]1CCN(Cc2ccccc2)C1,64,-43,1.8,-7
C[C@H]1CN([C@@H](C)CO)C(=O)c2cc(-c3ccncc3)cnc2O[C@H]1CN(C)Cc1ccc(F)cc1,24,-14,-0.5,2
O=C(N[C@@H]1CC[C@H](CCNS(=O)(=O)c2ccccc2)O[C@H]1CO)c1cccnc1,30,12,0.6,·
COCC#Cc1ccc2c(c1)O[C@@H](CN(C)C(=O)C1CCCCC1)[C@@H](C)CN([C@H](C)CO)S2(=O)=O,60,-41,-2.4,4
CC=Cc1ccc2n(c1=O)C[C@H]1[C@H](CO)[C@@H](C(=O)NCCc3ccncc3)[C@@H]2N1Cc1ccncc1 (mixture of isomers),-25,6,-0.4,-5
C[C@@H]1CN([C@H](C)CO)C(=O)c2cccc(NC(=O)c3ccc(-c4nccs4)cc3)c2O[C@@H]1CN(C)C(=O)Nc1ccc2c(c1)OCO2,67,-17,1.0,·

# Ordered by formula weight (low to high): some entries from above.
SMILES,Tcruzi prolif,Pf Dd2 inh,KDM4C inh,C diff growth
O=C(c1ccccc1)N1CC[C@@H]2[C@@H](CO)Nc3ccc(C#Cc4cccnc4)cc3[C@@H]21,41,-4,2.4,-4
C[C@@H]1CN([C@@H](C)CO)C(=O)c2cc(NC(=O)CCCN(C)C)ccc2O[C@H]1CN(C)C,·,18,-0.7,0
COc1ccc2c3c(n(C)c2c1)[C@H](CO)N(C(C)=O)CC31CN(C(=O)C2CCOCC2)C1,·,28,-0.4,2
CN1c2ccc(C3=CCCCC3)cc2[C@H]2[C@H](CCN2S(=O)(=O)c2ccccc2F)[C@@H]1CO,47,-16,-1.1,3
CNC[C@H]1Oc2ccc(NS(=O)(=O)c3ccc(F)cc3)cc2CC(=O)N([C@@H](C)CO)C[C@@H]1C,·,0,0.2,12&-7
CC=Cc1ccc2n(c1=O)C[C@H]1[C@H](CO)[C@@H](C(=O)NCCc3ccncc3)[C@@H]2N1Cc1ccncc1 (mixture of isomers),-25,6,-0.4,-5
COCC#Cc1ccc2c(c1)O[C@@H](CN(C)C(=O)C1CCCCC1)[C@@H](C)CN([C@H](C)CO)S2(=O)=O,60,-41,-2.4,4
C[C@H](CO)N1C[C@H](C)[C@H](CN(C)S(C)(=O)=O)OCCCC[C@H](C)Oc2ccc(NS(C)(=O)=O)cc2C1=O,-9,20,1.3,0
COc1ccc(CN(C)C[C@H]2OCCCC[C@@H](C)Oc3ccc(NS(C)(=O)=O)cc3C(=O)N([C@@H](C)CO)C[C@@H]2C)cc1,57,-1,0.5,1
C[C@@H]1CN([C@@H](C)CO)C(=O)c2cccc(NC(=O)Nc3ccc(C(F)(F)F)cc3)c2O[C@H]1CN(C)C(=O)Nc1cccc2ccccc12,88,-88*,1.0,12
